Screens deposited in PubChem BioAssay by several laboratories.
Myeloid diff 2: compounds promoting myeloid differentiation; ER-HoxA9 myeloid progenitors, lysozyme-GFP differentiation, flow cytometry; 1% of 360,000 active; AID 624256; calls only at 10 µM;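 active means normalized GFP-positive differentiation at or above the plate's own cutoff, the solvent-only control mean plus 3 SD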;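 further: cells exposed to compound for four days before flow analysis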
NOD1 inhibition: inhibition of NOD1-driven NF-kB reporter – cell-based, luminescence, uHTS, primary screen (AID 1578). NOD1-driven NF-kB luciferase reporter cells, luminescence; higher % means a stronger effect. inhibition, % at 4 µM, or EC50 in µM where a hit was titrated. 1% of 290,000 active; in the data active means inhibition mostly above about 36%, no sharp cut-off; inactive means mostly below about 34%;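 further: HEK-293T reporter cells stimulated with the NOD1 agonist gamma-tri-DAP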
KOR beta-arrestin-1: KOR agonists, beta-arrestin recruitment, primary screen, cell-based, luminescence, uHTS (AID 1777); 0.02% of 280,000 active; KOR beta-arrestin recruitment, luminescence; higher % means a stronger effect; one-dose activation, % at 10 µM; EC50 in µM for titrated hits; in the data active means activation above about 50%, passing the limit was not always enough; further: a part of the inactive calls stands beside numbers as strong as those of hits
HIV fusion peptide: cell-free HIV fusion peptide-binding blockers – biochemical, uHTS, fluorescence dequenching, primary screen (AID 1986) | cell-free peptide binding, fluorescence dequenching, 30 min; higher % means a stronger effect | inhibition, % at 20 µM, or IC50 in µM where a hit was titrated | 0.3% of 290,000 active; in the data active means inhibition mostly above about 52%, no sharp cut-off; inactive means mostly below about 76%; further: some results filed as inactive read as strong as hits
GPR35 antagonists: inhibition of zaprinast-stimulated GPR35 beta-arrestin translocation – imaging, U2OS, beta-arrestin-GFP, zaprinast agonist, primary screen (AID 2058); U2OS GPR35 beta-arrestin-GFP translocation imaging, zaprinast antagonism; higher % means a stronger effect; inhibition, % at 10 µM, or IC50 in µM where a hit was titrated; 0.052% of 290,000 active;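 active means inhibition of at least 50% with at least 30 cells and total cytoplasm GFP at most 10,000,000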
HEK293 NOD2/NF-kB: NOD2 signaling inhibitors, cell-based, luminescence, uHTS, HEK293 (AID 1566); HEK293 NOD2/NF-kB luciferase reporter, luminescence; higher % means a stronger effect; one-dose inhibition, % at 4 µM; EC50 in µM for titrated hits; 0.63% of 290,000 active; further: many of its hits are not listed in these tables
GPR55 LPI antagonism: GPR55 antagonists blocking LPI-driven arrestin recruitment, primary screen, imaging, U2OS, beta-arrestin-GFP, LPI agonist (AID 2013) | inhibition, % at 10 µM, or IC50 in µM where a hit was titrated | 0.13% of 290,000 active | U2OS GPR55 beta-arrestin-GFP translocation imaging, LPI antagonism; higher % means a stronger effect;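 active means spots per cell inhibited over 60%, with over 100 cells counted and total cytoplasm intensity under 500,000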;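 further: U2OS cells stably carrying GPR55 and arrestin-GFP stimulated by 5 µM LPI near EC80; imaged beta-arrestin-GFP aggregate spots per cell after agonist stimulation; plate controls were LPI-stimulated DMSO wells for no effect and DMSO wells without LPI for full effect; some results filed as inactive read as strong as hits; confirmed hits need IC50 under 10 µM and bright autofluorescent wells are also inconclusive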
KOR beta-arrestin-2: KOR antagonists, beta-arrestin recruitment, cell-based, luminescence, uHTS (AID 1778); KOR beta-arrestin recruitment, luminescence, antagonist mode; higher % means a stronger effect; 0.091% of 290,000 active; inhibition, % at 10 µM; hits with a dose series show IC50 in µM; further: strong numbers were not always called active
GPR55 activation: GPR55 agonists via beta-arrestin recruitment, primary screen, imaging, U2OS cells, beta-arrestin-GFP redistribution (AID 1961); U2OS GPR55 beta-arrestin-GFP redistribution imaging; higher % means a stronger effect; activation, % at 10 µM; hits with a dose series show EC50 in µM; 0.048% of 290,000 active;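 active means activation above 40% with more than 50 cells counted in the well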;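 further: U2OS osteosarcoma cells stably expressing GPR55 and beta-arrestin-GFP; plate controls were DMSO negative control for no effect and LPI positive control for full effect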
Myeloid diff 2 GFP+ MAC1+ %: further read-out of Myeloid diff 2, marked with its call; GFP+ MAC1+ double positive, %; measured here: differentiation confirmed by MAC1 staining
The depositor's hits bear a star; i = inactive; / = not tested or not shown; [ ] = remark or other dose. Unless noted, no stated cut-off is given here; in the data, active means inhibition above about 50%; inactive means the rest.

SMILES | Myeloid diff 2 | Myeloid diff 2 GFP+ MAC1+ % | NOD1 inhibition | KOR beta-arrestin-1 | HIV fusion peptide | GPR35 antagonists | HEK293 NOD2/NF-kB | GPR55 LPI antagonism | KOR beta-arrestin-2 | GPR55 activation
CCC(=O)Nc1ccc(NC(=O)CSc2nnnn2-c2ccc(OC)cc2)cc1 | i | 0.3 | -22% | 2.4% | -0.5% | 2% | 1% | 2% | -16% | -0.1%
CN(C)S(=O)(=O)c1ccc(S(=O)(=O)Nc2ccc3c(c2)oc2ccccc23)cc1 | i | 1.1 | / | 8.4% | 1.8% | -2% | 6% | 9% | -4% | -0.1%
COc1cccc(C(=O)Nc2cc(C)nn2-c2ccccc2)c1OC | i | 1.9 | -9% | -2.6% | -1.9% | -2% | 14% | 0% | 7% | 0.2%
NNC(=O)c1cc2ccccc2[nH]1 | / | / | -27% | -8.4% | -2.4% | 10% | 4% | 5% | 10% | 0.6%
O=S(=O)(c1ccccc1)c1nc(-c2ccco2)oc1N1CCOCC1 | i | 1.2 | -1% | -3.7% | -1.6% | -10% | 11% | -2% | 6% | -0.2%
CCOC(=O)C1CCN(c2nc3c(C)cccn3c(=O)c2/C=C(\C#N)S(=O)(=O)c2ccccc2)CC1 | i | 0.7 | -3% | 0.5% | 4.6% | -8% | 26% | 8% | 3% | -0.6%
Nc1ccccc1C(=O)NCc1ccco1 | i | 0.5 | 25% | -2.6% | 1.3% | -3% | -6% | 5% | -12% | -0.2%
Nc1nonc1-c1nc2ccccc2n1CC(=O)O | i | 4.9 | -7% | 1.4% | -0.8% | 2% | 3% | 2% | -4% | -0.2%
COc1ccccc1CN1CCCC(N2CCN(c3ccccc3OC)CC2)C1 (stereo unspecified) | i | 1.1 | -8% | -1.4% | 2.2% | -16% | -3% | -3% | -38%[20 µM] | 1.1%
Cc1ccsc1C1CC(=O)OC2=C1C(=O)CC(C)(C)C2 (stereo unspecified) | / | / | -40% | 0.1% | -0.5% | -1% | 3% | -1% | -3% | 0.0%
CN(C)CCN1C(=O)c2oc3ccccc3c(=O)c2C1c1ccc(F)cc1 (stereo unspecified) | i | 2.2 | 12% | 4.5% | 2.3% | 10% | 12% | -4% | 27% | 0.1%
CCOc1ccc(C(=O)N[C@H](C(=O)Nc2ccc(OC)c(S(=O)(=O)N3CCOCC3)c2)C(C)C)cc1 | i | 1.7 | 10% | -2.5% | -2.8% | -5% | 6% | -7% | 3% | 0.1%

Quoted from the listing:
`O=S(=O)(c1ccccc1)c1nc(-c2ccco2)oc1N1CCOCC1` | GPR55 activation: -0.2%
`NNC(=O)c1cc2ccccc2[nH]1` | HIV fusion peptide: -2.4%

(continued)
SMILES | Myeloid diff 2 | Myeloid diff 2 GFP+ MAC1+ % | NOD1 inhibition | KOR beta-arrestin-1 | HIV fusion peptide | GPR35 antagonists | HEK293 NOD2/NF-kB | GPR55 LPI antagonism | KOR beta-arrestin-2 | GPR55 activation
CC1=C(C(=O)OCc2ccccc2)C(c2cccc([N+](=O)[O-])c2)NC(=O)N1C (stereo unspecified) | i | 0.4 | -14% | 2.7% | -1.1% | 9% | 9% | -4% | 0% | 0.4%
CCCC(=O)Nc1ccc(NC(=O)c2cccc(OC)c2)cn1 | / | / | -30% | -6.6% | -0.3% | 1% | 23% | 9% | 4%[20 µM] | -0.1%
Cc1nn(Cc2cccc(C(=O)N3CCCC(C)C3)c2)c(C)c1[N+](=O)[O-] (stereo unspecified) | i | 0.5 | -7% | 0.5% | -0.4% | -10% | 19% | 5% | 23% | 0.6%
Cc1ccc(-c2nnc(OCCN3CCOCC3)c3ccccc23)cc1 | i | 0.2 | -7% | 4.4% | 2.7% | 3% | 18% | -9% | 2% | -0.2%
O=C(Nc1ccc2oc(=O)ccc2c1)c1ccco1 | i | 0.6 | -3% | 0.9% | -1.3% | 2% | -15% | -6% | -16% | 0.4%
CCOC(=O)c1sc(C)c2c1NC1(CCCCC1)NC2=O | i | 8.6 | -7% | -4.4% | -2.1% | 6% | 15% | -17% | 32% | -0.1%
CCOc1cc(C2C(C(=O)OC)=CN(C3CCCC3)C=C2C(=O)OC)cc(Br)c1O | i | 2.0 | -43% | 2.0% | -1.6% | 0% | 2% | 2% | 8% | 0.2%
O=C(NCc1ccc2c(c1)OCO2)Oc1ccccc1 | i | 3.3 | -32% | 3.2% | -0.8% | 1% | -26% | -3% | -6% | -0.1%
CCN(CC)S(=O)(=O)c1cc(C(=O)Nc2cc(C)on2)c(Cl)cc1Cl | i | 0.3 | 6% | -2.2% | -0.7% | -8% | 11% | / | 25% | 0.0%
O=C(Nc1ccc(Br)cc1)c1cc(-c2cccs2)on1 | i | 0.3 | -59% | 2.6% | -0.2% | 2% | -56% | 3% | -29% | 0.0%
O=C1c2ccccc2NC(c2ccc(Cl)cc2Cl)N1Cc1ccccc1 (stereo unspecified) | i | 0.5 | 27% | 18% | -0.9% | -2% | -53% | -10% | 2% | 0.5%
O=C(Nc1cc(S(=O)(=O)N2CCOCC2)ccc1N1CCOCC1)c1ccc(Cl)nc1 | i | 0.8 | -6% | -0.8% | 1.1% | -2% | -10% | 6% | -5% | 0.0%
Cc1cccc(OCCNc2ccc(C(F)(F)F)cc2[N+](=O)[O-])c1 | i | 1.0 | -47% | 1.5% | 6.5% | -2% | -22% | 10% | 0% | 0.4%
Cc1ccc(S(=O)(=O)NC2CCCC2)cc1C | i | 0.8 | -8% | 0.0% | -0.1% | -3% | -4% | -8% | -12% | -0.1%
CCOc1ccc(Nc2nc(N)nc(CN3CCN(c4ccccc4F)CC3)n2)cc1 | i | 0.4 | -16% | -3.4% | -1.9% | 14% | 9% | 3% | -36% | 0.1%
CCOC(=O)C1CCCN(c2c(NCCCN(C)Cc3ccccc3)c(=O)c2=O)C1 (stereo unspecified) | i | 5.8 | -22% | 4.0% | -1.8% | 0% | 4% | 6% | -16% | 0.3%
N#Cc1c(-c2ccc(F)cc2)c2c([nH]c1=O)-c1ccccc1OC2 | i | 0.9 | -5% | 8.1% | 5.5% | 41% | 28% | 20% | 0% | -0.1%
CCOC(=O)C1=C(C)NC(=O)NC1c1ccc(OC)c(Cl)c1 (stereo unspecified) | i | 5.3 | -1% | 9.9% | 0.2% | 6% | 11% | 25% | 10% | 0.3%
CCN(CC)c1ccc2c(Cl)cc(=O)oc2c1 | / | / | 5% | 5.8% | 3.7% | 4% | -9% | 15% | -7% | 13%
COC(=O)c1ccc(CSc2nnc3nc(C)cc(C)n23)cc1 | i | 0.5 | -16% | -6.4% | 0.8% | -1% | 1% | -4% | 1% | -0.4%
Cc1ccccc1-c1nc2cc(Cl)ccc2c(=O)o1 | i | 0.4 | -11% | 2.3% | -0.7% | -3% | -5% | -1% | -71% | -0.1%
O=C(Nn1c(-c2ccncc2)nc2ccccc2c1=O)c1ccccc1Br | i | 0.2 | -19% | -4.2% | -0.9% | -4% | 14% | 6% | 1% | -0.3%
O=C(Nc1ccccc1)c1ccc2c(c1)CCN2S(=O)(=O)c1ccccc1 | i | 2.8 | 11% | 2.5% | 1.6% | -24% | 14% | 21% | 14% | -0.1%
CNC(=O)c1ccc(-c2ccc(Cl)c(Cl)c2)s1 | i | 0.2 | -46% | -1.7% | 6.4% | 1% | -47% | -2% | -7% | -0.3%
Cc1ccc2c(c1)-c1ncc(C(=O)c3cc(Br)ccc3O)cc1CO2 | / | / | / | -7.5% | -0.5% | -21% | / | 0% | -16%[20 µM] | -0.1%
COc1ccc(C2=NN(C(=O)CCC(=O)O)C(c3ccccc3)C2)cc1 (stereo unspecified) | i | 0.9 | -4% | -0.3% | 2.3% | -5% | 4% | 10% | 26% | -0.1%
Cc1cccc(CCNC(=O)CCCOc2cc(=O)n(C)c3ccccc23)c1 | i | 0.1 | -28% | -4.8% | -0.1% | 1% | 5% | 0% | -3% | -0.3%
O=C(Nn1c(=S)[nH]c2ccccc2c1=O)c1ccncc1 | i | 0.7 | -12% | 3.7% | 2.2% | 4% | 2% | -4% | -16% | -0.2%
COc1ccc(CC(=O)O/N=C(\N)c2ccccn2)cc1 | i | 0.5 | -11% | -1.1% | 0.3% | -11% | -38% | -6% | -22% | 1.3%
COc1ccc(-c2cc(C(F)(F)F)nc(SCCC(=O)NCc3ccco3)n2)cc1 | / | / | 3% | -3.7% | 2.4% | 0% | 3% | 4% | 10% | -0.4%
COC(=O)c1cc(NC(=O)Cc2ccc(OC)cc2)cc(C(=O)OC)c1 | i | 1.0 | -16% | 1.1% | 1.7% | -4% | 5% | 44% | -21% | -0.1%
O=C(NCC(=O)N(CCN1CCOCC1)C(C(=O)NC1CCCC1)c1cccs1)c1ccco1 (stereo unspecified) | i | 0.8 | 41% | 3.7% | -1.2% | -19% | -5% | -2% | -22% | -0.1%
CCOC(=O)COc1cc(OCC(=O)OCC)c2c(=O)cc(-c3ccccc3)oc2c1 | i | 4.8 | 7% | 0.2% | -2.3% | 4% | 8% | 9% | -12% | 0.2%
O=C(Oc1cccc2ccccc12)c1cc(Cl)nc2ccccc12 | i | 0.3 | -1% | -4.4% | -1.8% | -6% | 4% | -8% | -2% | -0.1%
CC(OC(=O)c1ccccc1Br)C(=O)Nc1nc(-c2cccc([N+](=O)[O-])c2)cs1 (stereo unspecified) | i | 0.3 | -29% | -1.7% | -1.5% | 10% | -24% | 3% | -9% | 0.0%
Cc1ccc2nc(N/N=C/c3ccccc3C#N)nc(-c3ccccc3)c2c1 | i | 5.0 | 43% | -1.1% | -2.0% | 9% | 29% | -16% | 4% | 0.3%
c1ccc(COc2ccc(OCCN3CCCCC3)cc2)cc1 | i | 0.6 | 25% | 3.7% | -0.8% | 9% | -5% | 20% | 3% | -0.4%
OCCC1CN(Cc2cccn2-c2ncccn2)CCN1Cc1ccc(F)cc1 (stereo unspecified) | i | 0.5 | 4% | -3.8% | 2.9% | 8% | -1% | 7% | 9% | -0.2%
O=C(CN1CCCCCC1)N/N=C/c1ccc2ccccc2c1 | i | 0.4 | 9% | -4.3% | 0.1% | 3% | -56% | 9% | -33%[20 µM] | 0.4%
Cc1cc(C)nc(S/C=C/C(=O)c2ccc(F)cc2)n1 | / | / | 7% | 1.1% | -0.9% | 2% | -53% | -3% | 8% | -0.1%
N/C(=N\OC(=O)CC1CCCCC1)c1ccc(Br)cc1 | i | 0.9 | -45% | -1.9% | 1.4% | 8% | -18% | 19% | 24% | -0.1%

Three of the entries above in order of the GPR55 LPI antagonism value, rising:
SMILES | GPR55 LPI antagonism
Cc1ccc(S(=O)(=O)NC2CCCC2)cc1C | -8%
Cc1ccsc1C1CC(=O)OC2=C1C(=O)CC(C)(C)C2 (stereo unspecified) | -1%
COc1ccc(C2=NN(C(=O)CCC(=O)O)C(c3ccccc3)C2)cc1 (stereo unspecified) | 10%

Not all compounds are listed; rates above refer to the full screens.
